MBNL1-CUG inh – MBNL1-poly(CUG) RNA binding inhibition | Q9NR56 | TR-FRET MBNL1-His/biotin-(CUG)12 binding, 665/545 ratio | Potency, µM (doses to about 57.5 µM), inactives show at the top dose activity change, negative = inhibition, hits mostly inhibitors | 280,000 compounds, 0.036% hits; active means well fitted inhibition curve with a large enough effect in the signal ratio, with a control signal flat, not every such curve was filed as active; inconclusive means small, poorly fitted or top-dose-only effect, or effect the other way, or a change in a side signal; inactive means no such curve, though single readings can be large or run the other way; the % refers to the signal ratio; further: on the % scale 0 is the no-effect control and ±100 the full control effect
Target sequence (Q9NR56 whole entry, looked up): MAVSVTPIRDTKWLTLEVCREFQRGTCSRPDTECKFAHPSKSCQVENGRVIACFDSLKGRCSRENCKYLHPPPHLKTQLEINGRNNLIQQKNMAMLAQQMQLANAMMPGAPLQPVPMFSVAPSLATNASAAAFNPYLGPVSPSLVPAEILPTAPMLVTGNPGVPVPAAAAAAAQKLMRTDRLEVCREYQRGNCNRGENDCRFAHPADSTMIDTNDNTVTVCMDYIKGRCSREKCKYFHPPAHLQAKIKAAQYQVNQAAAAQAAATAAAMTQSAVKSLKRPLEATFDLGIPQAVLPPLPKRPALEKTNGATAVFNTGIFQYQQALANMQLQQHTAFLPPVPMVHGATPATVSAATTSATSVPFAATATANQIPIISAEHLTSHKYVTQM
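TR-FRET readout: Ex 340 nm, 665/545 nm emission ratio, normalized to buffer-only (basal) and MBNL1-(CUG)12 controls. Complex of MBNL1-His with Biotin-(CUG)12, compounds 92 nM–58 uM, incubated 60 min at room temperature.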
NPC1 promoter act – activators of NPC1 promoter; Huh7 NPC1 promoter luciferase reporter, 24 h; Potency, µM (highest dose often 9.22 µM), for the others: at the highest dose activation, most hits filed as activators; 320,000 compounds, 2.4% hits; AID 485313;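 further: % of control where 0% means no effect; nearly all actives have a fitted effect of over 60% in size; reporter is driven by a mutant NPC1 promoter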
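Luciferase expression driven by the NPC1 promoter was measured in stably transfected Huh7 cells after a 24 h compound incubation, using a luciferase reagent and a luminescence read.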
p53 reactivation – re-activators of mutant p53 | Potency, µM (highest dose often 92.2 µM), for the others: at the highest dose activity change, positive = activation, hits mostly activators | AID 504706 | 320,000 compounds, 0.063% hits | H1299 p53-A138V BP100-luciferase reporter, luminescence, 24 h; further: % of control where 0% means no effect; nearly all actives have a fitted effect of over 45% in size
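p53-null H1299 cells stably carrying temperature-sensitive p53-A138V and a BP100-luciferase reporter were pinned with compounds (4-point, 1:5 series) and held 24 hrs at 37 deg C. Luminescence was read 10 min after detection reagent.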
Gal4-VP16 FLuc – inhibits Gal4-VP16 luciferase reporter, ROR gamma counter-screen; Drosophila S2 Gal4-VP16 UAS-luciferase, luminescence, 20 h; Potency, µM (top dose mostly 53.6 µM), inactives show at the top dose activity, negative = inhibition, hits mostly inhibitors; 310,000 compounds, 3.5% hits; AID 2546;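 further: Gal4-VP16 expression switched on by copper sulfate through the metallothionein promoter; on the % scale 0 is the no-effect control and ±100 the full control effect; nearly all actives have a fitted effect of over 50% in size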
FLuc modulator – firefly luciferase modulation, counter-screen for miR-21 project; P08659; purified FLuc, Km substrates, luminescence inhibition; Potency, µM (top dose mostly 57.5 µM), inactives show at the highest dose activity change, negative = inhibition, usual class: inhibitors; 360,000 compounds, 6.9% hits; AID 588342;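 further: plate controls were vehicle for no effect and reference inhibitor for full effect; nearly all actives have a fitted effect of over 55% in size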
Target sequence (P08659 whole entry, looked up): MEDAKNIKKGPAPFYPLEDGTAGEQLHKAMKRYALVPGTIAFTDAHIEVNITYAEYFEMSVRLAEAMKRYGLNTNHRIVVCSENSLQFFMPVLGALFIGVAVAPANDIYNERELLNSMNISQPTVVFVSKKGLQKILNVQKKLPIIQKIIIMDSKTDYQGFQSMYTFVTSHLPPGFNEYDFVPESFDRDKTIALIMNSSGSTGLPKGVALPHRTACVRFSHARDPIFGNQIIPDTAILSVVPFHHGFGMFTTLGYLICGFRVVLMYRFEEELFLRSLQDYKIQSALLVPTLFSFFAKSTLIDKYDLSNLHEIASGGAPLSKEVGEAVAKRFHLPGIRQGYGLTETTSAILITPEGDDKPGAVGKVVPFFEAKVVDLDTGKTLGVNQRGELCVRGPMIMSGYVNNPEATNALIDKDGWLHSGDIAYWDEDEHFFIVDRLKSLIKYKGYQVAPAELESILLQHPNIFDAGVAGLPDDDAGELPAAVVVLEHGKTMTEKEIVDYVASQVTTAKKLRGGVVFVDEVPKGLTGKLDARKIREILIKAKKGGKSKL
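Biochemical qHTS of compounds, final roughly 60 µM downward over six points, against 10 nM purified firefly luciferase using Km concentrations of substrates (10 uM D-luciferin, 10 uM ATP) in Tris acetate pH 7.5 buffer; luminescence output.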
BRCA1 expr up – increases BRCA1 expression; MCF7-BRCA1-FFLuc reporter, luminescence, 48 h; response scale: scaled: vehicle 0%, 10 µM genistein 100%; Potency, µM (top dose mostly 46.1 µM), for inactives: at the top dose activation, hits mostly activators; 380,000 compounds, 1.1% hits; further: nearly all actives have a fitted effect of over 80% in size; some results filed as inactive show a strong effect at the top dose
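Reporter cells (MCF7, BRCA1 promoter-firefly luciferase) received library compounds across a concentration series for 48 h. End-point luminescence was measured and concentration-effect curves derived after normalization.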
RORgamma inh – ROR gamma (mouse) transcription inhibition; AID 2551; 310,000 compounds, 5.4% hits; P51450; Drosophila S2 Gal4-RORgamma UAS-luciferase reporter, 20 h; Potency, µM (series often up to 53.6 µM), without a hit: top-dose activity change, negative = inhibition, usual class: inhibitors; further: on the % scale 0 is the no-effect control and ±100 the full control effect; nearly all actives have a fitted effect of over 60% in size
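ROR gamma transcriptional activity was tracked as Gal4-UAS luciferase output in stably transfected Drosophila Schneider cells, with compound added 1 hr before 700 uM copper sulfate induction and a 20 hr ambient-temperature incubation.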
ELG1 genotox – induces genotoxicity in HEK293T cells with luciferase-tagged ELG1; 330,000 compounds, 1.3% hits; HEK293T ELG1-luciferase reporter, luminescence, 16 h; AID 504466; Potency, µM (highest dose often 46 µM), for the others: top-dose activity change, positive = activation, hits mostly activators; further: % of control where 0% means no effect; nearly all actives have a fitted effect of over 60% in size
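Luminescence read-out: rising ELG1-luciferase signal, reflecting elevated ELG1 protein under genetic stress, flags genotoxic compounds. Cells were treated for 16 hr at 37 °C before ONE-Glo detection.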
Rab9 prom act – Rab9 promoter activation | Huh7 Rab9 promoter-luciferase reporter, luminescence, 24 h | Potency, µM (highest dose often 9.22 µM), without a hit: at the highest dose activation, negative = inhibition, actives largely listed as activators | 320,000 compounds, 2.8% hits | AID 485297; further: % of control where 0% means no effect; nearly all actives have a fitted effect of over 60% in size
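Measured in stably transfected Huh7 cells bearing a Rab9 promoter–luciferase construct: 24 h compound treatment at 37 °C, followed by luminescence detection.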
uPA generation – blocks generation of uPA at the cell surface; cell surface uPA generation assay, qHTS; 330,000 compounds, 0.31% hits; Potency, µM (highest dose often 38.3 µM), inactives show at the highest dose activity change, negative = inhibition, actives largely listed as inhibitors; AID 540303; active means well fitted inhibition curve with a large enough effect; inconclusive means small, poorly fitted or top-dose-only effect; inactive means no such curve, though single readings can be large or run the other way; tested in mouse RAW 264.7 cells; further: on the % scale 0 is the no-effect control and ±100 the full control effect; nearly all actives have a fitted effect of over 55% in size
Active calls of the source: *; [ ] = another dose, or the depositor's remark. Unless noted, the call rests on the fitted dose curve; in most records, active means well fitted curve in the direction sought with a large enough effect; inconclusive means small, poorly fitted or top-dose-only effect, or another doubt; inactive means no such curve, though single readings can be large; an effect the other way counts as inactive or inconclusive. Potency means the concentration at half of the fitted maximal effect. Compounds were not picked by outcome (roughly 13% active in at least one column).

How did CNC(=O)c1c(NC(=O)c2cccc(N3C(=O)CCC3=O)c2)sc2c1CCCC2 do in these assays?
MBNL1-CUG inh: 10%; NPC1 promoter act: 2%; p53 reactivation: 2%; Gal4-VP16 FLuc: -10%; FLuc modulator: -18%; BRCA1 expr up: 0%; RORgamma inh: -1%; ELG1 genotox: 8%; Rab9 prom act: -2%; uPA generation: -3%

Results for CC(C)Oc1ccc(C(=O)NC(=S)N2CCOCC2)cc1 ?
NPC1 promoter act: 16%; p53 reactivation: inconclusive; Gal4-VP16 FLuc: 1.3µM*; FLuc modulator: inconclusive; BRCA1 expr up: 5%; RORgamma inh: 3.5µM*; ELG1 genotox: 11%; Rab9 prom act: 23%; uPA generation: 0%

Results for Cn1nccc1NC(=O)NC(=O)c1c(Cl)cccc1Cl ?
MBNL1-CUG inh: -12%; NPC1 promoter act: -1%; p53 reactivation: -1%; Gal4-VP16 FLuc: 0%; FLuc modulator: -2%; BRCA1 expr up: 8%; RORgamma inh: -4%; ELG1 genotox: -6%; Rab9 prom act: -2%; uPA generation: 14%

How did O=C(Cc1cccs1)Nc1ccc2c(c1)C(=O)OC2 do in these assays?
MBNL1-CUG inh: -6%; NPC1 promoter act: 3%; p53 reactivation: 0%; Gal4-VP16 FLuc: 6%; FLuc modulator: -5%; BRCA1 expr up: 46%; RORgamma inh: 7%; ELG1 genotox: 12%; Rab9 prom act: -2%; uPA generation: -16%

What do the screens show for `O=C(Nc1ccccn1)c1cc(-c2cccnc2)nc2ccc(Br)cc12`?
MBNL1-CUG inh: 32%[activator]; NPC1 promoter act: -5%; p53 reactivation: -28%; Gal4-VP16 FLuc: inconclusive; FLuc modulator: 1%; BRCA1 expr up: -46%; RORgamma inh: 11%; ELG1 genotox: 0%; Rab9 prom act: 2%; uPA generation: 3%

How did CC(C)(C)CC(C)(C)NC(=S)NC1CCN(Cc2ccccc2)CC1 do in these assays?
MBNL1-CUG inh: -2%; NPC1 promoter act: -6%; p53 reactivation: inconclusive; Gal4-VP16 FLuc: 10µM*; FLuc modulator: 8%; BRCA1 expr up: -52%; RORgamma inh: 14µM*; ELG1 genotox: -1%; Rab9 prom act: -10%; uPA generation: -27%

What do the screens show for `Cc1cc(C#N)c(SCC(N)=O)nc1-c1ccc(F)cc1`?
MBNL1-CUG inh: 180%[activator]; NPC1 promoter act: 0%; p53 reactivation: 1%; Gal4-VP16 FLuc: -1%[10 µM]; FLuc modulator: inconclusive; BRCA1 expr up: 49%; RORgamma inh: 23%; ELG1 genotox: -14%; Rab9 prom act: -4%; uPA generation: 2%

What do the screens show for `COc1cc([N+](=O)[O-])c2ncsc2c1`?
MBNL1-CUG inh: inconclusive; NPC1 promoter act: 0%; p53 reactivation: 5%; Gal4-VP16 FLuc: 4%; FLuc modulator: 2%; BRCA1 expr up: 15%; RORgamma inh: inconclusive; ELG1 genotox: 0%; Rab9 prom act: -6%; uPA generation: -1%

How did CCc1ccc2c(c1)cc(C)c1nnc(SCC(=O)Nc3cc(OC)c(OC)cc3C(=O)O)n12 do in these assays?
MBNL1-CUG inh: -14%; NPC1 promoter act: -4%; p53 reactivation: 0%; Gal4-VP16 FLuc: 7%; FLuc modulator: -4%; BRCA1 expr up: -3%; RORgamma inh: 8%; ELG1 genotox: 1%; Rab9 prom act: -13%; uPA generation: 2%

How did O=C(CC1SC2=NCCN2C1=O)Nc1ccccc1 (stereo unspecified) do in these assays?
MBNL1-CUG inh: -7%; NPC1 promoter act: 0%; p53 reactivation: 4%; Gal4-VP16 FLuc: -9%; FLuc modulator: -10%; BRCA1 expr up: -1%; RORgamma inh: 43%; ELG1 genotox: 1%; Rab9 prom act: -5%; uPA generation: 5%

Results for Cc1ccc(C(=O)n2c(-c3ccccc3)cnc2SCC(=O)Nc2ccccc2)cc1 ?
MBNL1-CUG inh: -15%; NPC1 promoter act: 0%; p53 reactivation: 4%; Gal4-VP16 FLuc: 7%; FLuc modulator: -14%; BRCA1 expr up: -24%; RORgamma inh: 11%; ELG1 genotox: 0%; Rab9 prom act: 0%; uPA generation: -8%

What do the screens show for `Nc1nonc1-n1nnc(C(=O)N/N=C/c2ccc3c(c2)OCO3)c1CSc1ccccc1`?
MBNL1-CUG inh: -9%; NPC1 promoter act: 4%; p53 reactivation: 4%; Gal4-VP16 FLuc: -11%; FLuc modulator: -6%; BRCA1 expr up: -22%; RORgamma inh: -14%; ELG1 genotox: 0%; Rab9 prom act: -6%; uPA generation: 9%

What do the screens show for `CCOc1ccc(-c2noc(CCC(N)=O)n2)cc1OCC`?
MBNL1-CUG inh: -1%; NPC1 promoter act: 7%; p53 reactivation: -3%; Gal4-VP16 FLuc: -1%; FLuc modulator: 1%; BRCA1 expr up: -1%; RORgamma inh: 11%; ELG1 genotox: -4%; Rab9 prom act: 10%; uPA generation: -5%

What do the screens show for `Cc1ccc(S(=O)(=O)N2CCCCC2)cc1NC(=O)Cn1c(=O)cnc2ccccc21`?
MBNL1-CUG inh: -1%; NPC1 promoter act: 1%; p53 reactivation: 1%; Gal4-VP16 FLuc: -9%; FLuc modulator: -2%; BRCA1 expr up: -18%; RORgamma inh: -23%; ELG1 genotox: -5%; Rab9 prom act: 3%; uPA generation: -1%

How did CCOC(=O)CSc1nc2ccccc2c(=O)n1CCC(=O)NCCc1ccc(OC)c(OC)c1 do in these assays?
MBNL1-CUG inh: -8%; NPC1 promoter act: -1%; p53 reactivation: -1%; Gal4-VP16 FLuc: -3%; FLuc modulator: 0%; BRCA1 expr up: -15%; RORgamma inh: -10%; ELG1 genotox: 2%; Rab9 prom act: 1%; uPA generation: 2%

Results for CC(C)(C)n1nnnc1C(c1cccs1)N1CCN(Cc2ccc3c(c2)OCO3)CC1 (stereo unspecified) ?
MBNL1-CUG inh: -7%; NPC1 promoter act: 1%; p53 reactivation: -8%; Gal4-VP16 FLuc: 3%[0.365 µM]; FLuc modulator: 5%; BRCA1 expr up: -3%; RORgamma inh: 0%; ELG1 genotox: 9%; Rab9 prom act: -2%; uPA generation: -3%

How did Oc1ccc(/C=N/Nc2ncnc3c2ncn3Cc2ccccc2)cc1O do in these assays?
MBNL1-CUG inh: 15%; NPC1 promoter act: -6%; p53 reactivation: 29%; Gal4-VP16 FLuc: -30%; FLuc modulator: 9.5µM*; BRCA1 expr up: 59%; RORgamma inh: inconclusive; ELG1 genotox: inconclusive; Rab9 prom act: 2%; uPA generation: -12%

What do the screens show for `CSc1sc(C)cc1/C=N/O`?
MBNL1-CUG inh: 5%; NPC1 promoter act: 2%; p53 reactivation: -10%; Gal4-VP16 FLuc: 10%; FLuc modulator: 4%; BRCA1 expr up: -4%; RORgamma inh: -3%; ELG1 genotox: 3%; Rab9 prom act: -8%; uPA generation: 1%

What do the screens show for `Cc1ccc2c(c1)C1OCCC1C1N2C(=O)C2C(C(=O)O)C3C=CC21O3` (stereo unspecified)?
MBNL1-CUG inh: 1%; NPC1 promoter act: -4%; p53 reactivation: -3%; Gal4-VP16 FLuc: inconclusive; FLuc modulator: -2%; BRCA1 expr up: 6%; RORgamma inh: -1%; ELG1 genotox: -5%; Rab9 prom act: -2%; uPA generation: 5%

How did CC(=O)C1=C(O)C(=O)N(Cc2ccccc2)C1c1ccc(Br)cc1 (stereo unspecified) do in these assays?
MBNL1-CUG inh: 2%; NPC1 promoter act: -4%; p53 reactivation: 0%; Gal4-VP16 FLuc: 2%; FLuc modulator: -2%; BRCA1 expr up: -15%; RORgamma inh: 10%; ELG1 genotox: 3%; Rab9 prom act: 0%[1.84 µM]; uPA generation: -3%

What do the screens show for `C[C@@H]1CN(C2CCN(Cc3nc(C(c4ccccc4)c4ccccc4)no3)CC2)C[C@H](C)O1`?
MBNL1-CUG inh: -4%; NPC1 promoter act: -4%; p53 reactivation: -3%; Gal4-VP16 FLuc: -2%; FLuc modulator: -1%; BRCA1 expr up: -17%; RORgamma inh: 14%; ELG1 genotox: 0%; Rab9 prom act: 6%; uPA generation: -8%

What do the screens show for `C[C@@]12C(=O)N(CC3CCCO3)CC(=O)N1[C@H]1c3cc(Cl)ccc3OC[C@@H]1[C@@H]2c1ccccc1` (stereo partly specified)?
p53 reactivation: -8%; BRCA1 expr up: 0%; ELG1 genotox: -6%; uPA generation: 10%

Results for O=C(CNC(=O)c1ccccc1)NCC(O)c1ccc([N+](=O)[O-])cc1 (stereo unspecified) ?
MBNL1-CUG inh: inconclusive; NPC1 promoter act: -7%; p53 reactivation: -16%; Gal4-VP16 FLuc: -7%; FLuc modulator: -2%; BRCA1 expr up: 0%; RORgamma inh: 0%; ELG1 genotox: -2%; Rab9 prom act: 0%; uPA generation: 1%

How did O=C(CSc1ccccc1)Nc1ccc(S(=O)(=O)Nc2ncccn2)cc1 do in these assays?
MBNL1-CUG inh: -4%; NPC1 promoter act: -4%; p53 reactivation: -3%; Gal4-VP16 FLuc: 5%; FLuc modulator: -14%; BRCA1 expr up: 0%; RORgamma inh: 13µM*; ELG1 genotox: -4%; Rab9 prom act: 2%; uPA generation: 5%
